SRC1 TRFRET art: flags TR-FRET format artefacts in PPARgamma SRC-1 recruitment agonist screen; 0.34% of 99,000 active; AID 1051; TR-FRET ratio at 8 µM; TR-FRET detection artefact counter-screen, emission ratio; hits give high values; in the data active = TR-FRET ratio above about 2300; also: inactives centre near 1800; reference of the scale not given here
SRC3 TRFRET art: counter-screen for PPARgamma SRC-3 recruitment agonists: TR-FRET artefact. PPARgamma/SRC-3 format; hits give high values. TR-FRET ratio at 8 µM. 0.39% of 99,000 active. AID 1048; in the data active = TR-FRET ratio above about 2000; also: inactives centre near 1600; reference of the scale not given here
An asterisk follows results filed as active.

Value order – SRC1 TRFRET art | SRC3 TRFRET art
CN(C)CCNC(=O)/C(=C/c1ccc(-c2ccc(Cl)cc2Cl)o1)NC(=O)c1ccccc1
  2132 | 1698
CCO[C@H]1OC(C(=O)N2CCN(Cc3ccc4c(c3)OCO4)CC2)=C[C@@H](C)[C@@H]1CCCO
  1613 | 1457
COc1cccc(CCc2nnc(CCC(=O)NC(C)c3c(C)nn(C)c3C)o2)c1 (centres undefined)
  1614 | 1464
CCn1cc(C(=O)N2CCN(C3CCCCC3)CC2)c2cc(OC)c(OC)cc2c1=O
  1886 | 1472
CC12c3ccccc3C(c3ccccc31)C1C(=O)N(c3ccncc3)C(=O)C12 (centres undefined)
  2016 | 1697
Cc1nsc(Nc2ccc([N+](=O)[O-])cc2)c1C#N
  1694 | 1369
CN(c1ncc(C(F)(F)F)cc1Cl)N1C(=O)C2ONC3(C(=O)CC(C)(C)CC3=O)C2C1=O (centres undefined)
  1720 | 1611
O=C(NNC(=O)c1cc2cc(Br)ccc2oc1=O)c1ccc(O)cc1O
  1797 | 1650
COc1ccc(/C=N\NC(=O)COc2ccc(Cl)cc2Cl)c(C(=O)O)c1OC
  1904 | 1631
COc1cc(/C=N/NS(=O)(=O)c2ccc(C)cc2)ccc1OCc1cccc(C(=O)O)c1
  1769 | 1445
Cn1c(=O)c2c(nc(N3CCCCCC3)n2Cc2cccc3ccccc23)n(C)c1=O
  1885 | 1379
CC(C)CN(CCCNC(=O)CN1C(=O)CSc2ccc(S(=O)(=O)N3CCOCC3)cc21)CC(C)C
  1762 | 1678
CCC(C)(C)NC(=O)C1CCCN1C(=O)NC1CCCCC1 (centres undefined)
  1821 | 1592
CC(C)c1ccc(/C=C/C(=O)CCC(=O)O)cc1
  1473 | 1601
CCOC(=O)CNC(=O)C(NC(=O)C1CCC(C)CC1)C(C)CC (centres undefined)
  1906 | 1617
CCOc1cc(/C=C(\C#N)C(N)=O)ccc1OCc1c(C)no[n+]1[O-]
  1871 | 1359
Cc1nn(-c2ccccc2)c(Cl)c1/C=N/NC(=O)c1cccc(S(=O)(=O)N2CCCC2)c1
  1885 | 1572
COc1ccc(/C=C(\C#N)C(=O)N=CN(C)C)cc1
  1905 | 1533
O=C(CC1SC(=Nc2cccc3ccccc23)N(Cc2ccccn2)C1=O)Nc1ccccc1Br (centres undefined)
  1759 | 1673
O=S(=O)(NC(=S)NC1CCCCC1)c1ccc(Cl)cc1
  1583 | 1475
COc1ccc(C2COC(=O)C2=N)c(NC(=O)c2ccccc2)c1 (centres undefined)
  1591 | 1607
O=C(CSc1n[nH]c(-c2ccccc2)n1)Nc1ncccn1
  1705 | 1676
CCc1nccn1S(=O)(=O)c1cccc([N+](=O)[O-])c1
  1731 | 1698
COc1ccccc1NC(=O)C/C(C)=N/NC(=O)COc1c(Br)cc(Br)cc1OC
  1710 | 1553
COc1ccc(-c2nc(-c3ccccc3)no2)c(OC)c1
  1856 | 1701
O=C(O)C1C2C=CC3(CN(Cc4ccncc4)C(=O)C13)O2 (centres undefined)
  2083 | 1685
CS(=O)(=O)N1N=C(c2ccco2)CC1c1ccccc1 (centres undefined)
  1942 | 1575
O=C(Nc1ccc(F)cc1)Nc1ccc(N2CCCC2)c(S(=O)(=O)Nc2ccccc2Cl)c1
  1590 | 1597
Cc1cc(C)n(CC(C)NC(=O)c2cc(COc3c(F)cccc3F)on2)n1 (centres undefined)
  1800 | 1636
COc1ccc(Cl)cc1C(=O)NNC(=O)CCNC(C)=O
  1771 | 1595
N#Cc1cccc(NC(=O)Cc2ccccc2)c1
  1871 | 1648
Cc1c(-n2c(O)c(C3=c4ccccc4=NC3=O)sc2=O)c(=O)n(-c2ccccc2)n1C
  1789 | 1403
O=c1[nH]ncc(N/N=C\c2cccs2)c1Cl
  1867 | 1570
COc1ccc(-c2cc(=O)c3cc(OC)c(OC)cc3[nH]2)cc1
  1791 | 1528
CCc1cccc(CC)c1NC(=O)CSc1nnc(CCC(=O)O)c(=O)[nH]1
  1599 | 1690
Cc1ccc(S(=O)OCC(=O)Nc2cc(Cl)ccc2N2CCOCC2)cc1 (centres undefined)
  2007 | 1399
Cc1c(Cl)cccc1NC(=S)N(Cc1ccccc1)Cc1cccnc1
  2229 | 1658
CCCCCNCC(=O)Nc1cccc(C(=O)Nc2cccc(C(F)(F)F)c2)c1
  1920 | 1445
COc1ccc(/C=N/NC(=O)c2snnc2C)c(OC)c1OC
  1465 | 1565
COc1ccc(N2CCN(C(=O)CN(C3CCCCC3)S(C)(=O)=O)CC2)cc1
  1899 | 1672
NC(=O)CC[C@@H]1NC(=O)[C@@H]2CCCN2C(=O)c2cc([N+](=O)[O-])cc(I)c2NCCC[C@@H](C(=O)NC(CC(=O)O)C(N)=O)NC1=O (some centres undefined)
  1870 | 1455
Cc1cccc(NC(=O)Cn2c(O)c(N=NC(=O)c3ccncc3)c3ccccc32)c1
  1794 | 1566
O=C1CCCCC1Sc1nnc(-c2ccc3c(c2)OCO3)o1 (centres undefined)
  2060 | 1553
CC(C)Oc1ccc(Br)cc1/C=N\NC(N)=S
  1807 | 1516
Nc1ccc(C(=O)OCC(=O)N2CCc3ccccc3C2)cc1[N+](=O)[O-]
  1724 | 1569
O=[N+]([O-])c1ccc(Nc2ccc(F)cc2)nc1
  1610 | 1528
COc1ccc(CNC(=O)/C=C/c2ccc(S(=O)(=O)NCc3ccco3)cc2)cc1OC
  1564 | 1632
CC1=C(C(=O)OCc2ccccc2)C(c2ccc(Cl)cc2Cl)NC(=O)N1CCCC(=O)O (centres undefined)
  1663 | 1574
Nc1ccccc1Oc1ccc2ccccc2c1
  2011 | 1568
COc1ccc(C2C(C#N)=C(N)OC3=C2C(=O)CC(C)(C)C3)cc1Cn1nc(C)c([N+](=O)[O-])c1C (centres undefined)
  2055 | 1809
Cc1cc(C(=O)N/N=C/c2ccco2)c2ccccc2n1
  1903 | 1668
CCn1ncc(CNC(=O)c2cccc([N+](=O)[O-])c2)c1C
  1801 | 1570
CC(=O)C1=C(c2cccc([N+](=O)[O-])c2)N(C(C)=O)n2c(C)nnc2S1
  1864 | 1896
O=C(CCC1CCCN(C(=O)c2cc(C3CC3)[nH]n2)C1)N1CCN(c2ccccn2)CC1 (centres undefined)
  1729 | 1740
CC(=O)NC(=S)Nc1ccc([N+](=O)[O-])cc1C
  1759 | 1405
CC(C)CNC(=O)CCCSc1nc2ccccc2[nH]1
  1876 | 1587
O=C(COC(=O)c1c[nH]c(=O)[nH]c1=O)Nc1ccccc1
  1700 | 1507
Cc1ccc(C(=O)OCC(=O)Nc2c(C)n(C)n(-c3ccccc3)c2=O)cc1[N+](=O)[O-]
  2028 | 1672
Nc1nc(/C=C/c2cccnc2)nc(-c2ccccc2O)n1
  2061 | 1423
COc1ccccc1-c1cc(N)n(S(=O)(=O)c2ccc(F)c(C)c2)n1
  1992 | 1809

The list goes on.
Value order – SRC1 TRFRET art | SRC3 TRFRET art
CC(=O)c1cn(-c2ccc(Cl)cc2)c(=O)n(Cc2ccc(Br)cc2)c1=O
  1665 | 1378
CC(C)CC(=O)Nc1ccc(C(=O)CN2CCC(C)CC2)cc1
  1842 | 1508
Fc1cccc(Cl)c1CSc1nnc2ccccn12
  1589 | 1499
CCOC(=O)C1(CCCc2ccccc2)CCN(C2CCN(C(C)=O)CC2)CC1
  1656 | 1641
Cc1ccnc(NS(=O)(=O)c2ccc(NC(=O)Cc3ccccc3)cc2)n1
  1754 | 1468
COc1ccccc1/C=N/n1cnnc1
  1840 | 1437
Cc1ccc(C(=O)Oc2coc(CSc3nnc(NC(=O)c4cccs4)s3)cc2=O)cc1
  1797 | 1510
Cc1ccc(Cn2nnc3c(=O)[nH]c(C(=O)NCc4ccco4)nc32)cc1
  1769 | 1478
Cc1ccc(/C=C2\Oc3cc(OC(=O)N4CCOCC4)ccc3C2=O)cc1
  1588 | 1639
CCOc1ccc(NC(=S)N2CCN(CCN3C(=O)c4cccc5cccc(c45)C3=O)CC2)cc1
  1659 | 1546
CCN(CC(=O)Nc1ccc(OC)cc1)C(=O)c1ccc([N+](=O)[O-])cc1
  1715 | 1655
COc1ccc(C2CC(c3ccccc3)=NN2S(=O)(=O)c2ccc(C)cc2)c(OC)c1 (centres undefined)
  1380 | 1345
Cc1ccc(S(=O)(=O)C(C#N)c2nc3ccccc3nc2N2CCN(C)CC2)cc1 (centres undefined)
  1894 | 1801
CC(C)(C)C1=CC(=Nc2ccccc2N)C=C(C(C)(C)C)C1=O
  1767 | 1596
NC(CO)c1cn([C@@H](CCC(=O)O)C(=O)N2CCNCC2)nn1 (some centres undefined)
  1671 | 1385
COc1ccc(C(=O)NNC(=O)CNC(=O)C2CCCCC2)cc1
  1544 | 1874
CCOC(=O)c1ccccc1NC(=O)c1ccc2nccnc2c1
  1606 | 1461
C=CCN1C(c2cccc(C(F)(F)F)c2)=CS/C1=C(/C#N)c1nnc(N2CCOCC2)n1-c1ccccc1
  2037 | 1776
Cc1cccc2sc(NNC(=O)c3ccc(S(=O)(=O)N4CCCC(C)C4)cc3)nc12 (centres undefined)
  1689 | 1423
CCN(CC)C(=O)COc1ccc(/C(C)=N/NC(=O)c2ccccc2Br)cc1
  1839 | 1664
C#CCNC(=O)C1=C[C@H](c2csc3ccccc23)[C@@H](CCCO)[C@H](OCC)O1
  1890 | 1390
COCC(=O)N(c1ccccc1)C(C)C(=O)OC (centres undefined)
  1842 | 1653
O=C(CCSc1ccc(Cl)cc1)NN=C1CCCCCC1
  1888 | 1628
COc1ccc(-c2n[nH]c(=S)n2/N=C/C=C\c2ccccc2OC)cc1
  1473 | 1544
CC(/C=N/NC(=O)c1ccc(CN2c3cccc4cccc(c34)S2(=O)=O)cc1)c1ccccc1 (centres undefined)
  2207 | 1738
N#Cc1c(Cn2cncn2)nc(=O)n(-c2ccccc2)c1N
  1854 | 1659
COc1ccccc1OCC(=O)NCCCn1ccnc1
  1843 | 1213
CCN(CC)C(=O)CN(c1cccc([N+](=O)[O-])c1)S(=O)(=O)c1ccccc1
  1967 | 1633
Cc1ccc2c(c1C)OC(=O)CC2(C)C
  1810 | 1616
Cc1ccc(C(=O)N2CCN(S(=O)(=O)N3CCOCC3)CC2)cc1
  1550 | 1477

Individual results from the list.
SRC1 TRFRET art, COc1ccc(C2CC(c3ccccc3)=NN2S(=O)(=O)c2ccc(C)cc2)c(OC)c1 (centres undefined) : 1380
SRC3 TRFRET art, Cc1ccc(C(=O)Oc2coc(CSc3nnc(NC(=O)c4cccs4)s3)cc2=O)cc1 : 1510

Quoted from the listing for reference:
Value order – SRC1 TRFRET art | SRC3 TRFRET art
CC(=O)c1cn(-c2ccc(Cl)cc2)c(=O)n(Cc2ccc(Br)cc2)c1=O
  1665 | 1378
CC(C)CC(=O)Nc1ccc(C(=O)CN2CCC(C)CC2)cc1
  1842 | 1508
Fc1cccc(Cl)c1CSc1nnc2ccccn12
  1589 | 1499
CCOC(=O)C1(CCCc2ccccc2)CCN(C2CCN(C(C)=O)CC2)CC1
  1656 | 1641
Cc1ccnc(NS(=O)(=O)c2ccc(NC(=O)Cc3ccccc3)cc2)n1
  1754 | 1468
COc1ccccc1/C=N/n1cnnc1
  1840 | 1437
Cc1ccc(C(=O)Oc2coc(CSc3nnc(NC(=O)c4cccs4)s3)cc2=O)cc1
  1797 | 1510

The list goes on.
Value order – SRC1 TRFRET art | SRC3 TRFRET art
Cc1cc(C(=O)N2CCN(C(=O)c3ccco3)CC2)ccc1[N+](=O)[O-]
  1555 | 1355
O=C(CSc1nnc(SCc2ccccc2)s1)NNC(=S)Nc1ccccc1
  1720 | 1361
CCO[C@@H]1OC(C(=O)O)=C[C@H](c2ccc3c(c2)OCO3)[C@H]1CCCO
  1628 | 1668
O=C(CSc1nc(C2CC2)nc2sc3c(c12)CCCC3)NCc1ccco1
  1557 | 1605
CCOC(=O)C1CCN(c2ncnc3c2c(-c2ccccc2)cn3-c2ccccc2)CC1
  1619 | 1582
CC(NC(=O)c1ccc(N2CCNCC2)c([N+](=O)[O-])c1)C12CC3CC(CC(C3)C1)C2 (centres undefined)
  1925 | 1423
O=C(Nc1ccc(N2CCN(C(=O)c3ccco3)CC2)cc1)c1cccnc1Cl
  1646 | 1625
O=C(Cc1ccc(Cl)cc1Cl)Nc1cccc(S(=O)(=O)Nc2ccccc2F)c1
  1677 | 1596
O=C(CCCn1c(=S)[nH]c2ccsc2c1=O)Nc1ccc2c(c1)OCO2
  1952 | 1480
Cc1cnn(C(=O)c2ccccc2Br)c1
  1775 | 1426
CC(=O)Nc1cccc(/C(C)=N/NC(=O)c2c(-c3ccccc3Cl)noc2C)c1
  1510 | 1426
Cc1cccc(NC(NC(=O)c2ccccc2[N+](=O)[O-])C(Cl)(Cl)Cl)c1 (centres undefined)
  1925 | 1522
Cc1c(C(=O)O)oc2c1/C(=N\O)CCC2
  2044 | 1473
Cc1ccc(CN2CCN(Cc3cnc(N4CCOCC4)s3)CC2CCO)cc1 (centres undefined)
  1490 | 1454
O=C(NC(=S)Nc1ccc(N2CCOCC2)cc1)c1cccc(Cl)c1
  1701 | 1529
Cc1nnc(SCC(=O)Nc2ccc(Oc3ccccc3)cc2)n1N
  1845 | 1680
O=C(Cn1c2c(sc1=O)C1c3ccccc3OCC1CS2)Nc1ccc(Cl)cc1 (centres undefined)
  1935 | 1619
O=C(Nc1ccccc1C(F)(F)F)c1cc(-c2ccccc2O)on1
  1621 | 1436
O=C(Nc1ccc(N2CCN(C(=O)c3ccccc3F)CC2)cc1)c1ncn[nH]1
  1769 | 1566
COC(=O)c1c(O)cc(=O)n2c1CCCCC2
  1614 | 1433
Cc1cccc(CSCc2ccc(C(=O)NC3CCCC3)o2)c1
  1775 | 1496
COc1ccccc1CNc1ncnc2nc[nH]c12
  1950 | 1650
Cc1sc2ncn(Cc3ccccc3F)c(=O)c2c1C
  1691 | 1505
CC(C)N(C(=O)/C=C/c1cccc([N+](=O)[O-])c1)C(C)C
  1617 | 1472
S=C(NCc1ccc(Cl)cc1)NC1CCN(Cc2ccccc2)CC1
  1940 | 1733

Record cards, as listed above. Order of screens: SRC1 TRFRET art | SRC3 TRFRET art
Profile of `Cc1cccc(CSCc2ccc(C(=O)NC3CCCC3)o2)c1` : 1775 | 1496
Profile of `CCO[C@@H]1OC(C(=O)O)=C[C@H](c2ccc3c(c2)OCO3)[C@H]1CCCO` : 1628 | 1668

Not all compounds are listed; rates above refer to the full screens.
